Compound activity: PubChem, several laboratories
PvdQ inh: blocks Pseudomonas aeruginosa PvdQ acylase activity. purified PvdQ acylase, fluorescence plate reader. inhibition, % at 10 µM. 0.063% of 340,000 active; in the data active = inhibition above about 30%, passing the limit was not always enough;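 also: 0% = vehicle neutral wells and 100% = reference inhibitor wells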
Wnt bcat act: activators of Wnt/beta-catenin signaling; Wnt/beta-catenin reporter cell assay, activator, plate reader; activation, % at 9.35 µM; 1.2% of 300,000 active; in the data active = activation above about 30%, passing the limit was not always enough;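 also: 0% = neutral control wells and 100% = positive control wells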
phage Ecoli inh: E. coli growth loss with phage present. growth absorbance. inhibition, % at 11.9 µM. 0.26% of 360,000 active; in the data active = inhibition above about 11%
Tat transport: blocks Tat-dependent protein export in E. coli | inhibition, % at 10 µM | 0.036% of 340,000 active | E. coli MC4100 TorA-mCherry Tat export, fluorescence;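 active = mean replicate inhibition at least 50% and at least half of replicates individually reaching 50%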;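 also: exported cargo escapes ClpAP degradation while cytoplasmic cargo is degraded and loses fluorescence; 0% = median of neutral control wells and 100% = median of NaSCN control wells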
CAL PDZ inh: human CAL PDZ-peptide interaction inhibition. purified CAL PDZ, TMR-peptide fluorescence polarization, 1 h. inhibition, % at 20 µM. 0.02% of 330,000 active. AID 504414;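 active = highest replicate inhibition of at least 40%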;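 also: plate controls were DMSO neutral control wells for no effect and unlabeled competitor peptide control wells for full effect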
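Material – purified CerCALP PDZ construct · Detection – FP readout, S and P plane fluorescence · Measure – percent inhibition from loss of millipolarization · Controls – unlabelled peptide for full inhibition, DMSO wells as neutral · Probe or stimulus – TMR-labelled reporter peptide T*-PRC34 bound in PDZ groove · Times – 1 h at RT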
DAGLB inhibitor: diacylglycerol lipase beta (human) inhibition | inhibition, % at 5.17 µM | HEK293T DAGLB membrane lysate, EnzChek fluorogenic substrate | Q8NCG7 | 0.059% of 340,000 active; in the data active = inhibition above about 34%;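 also: 0% = enzyme with vehicle and 100% = wells lacking enzyme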
Target sequence (Q8NCG7 whole entry, looked up): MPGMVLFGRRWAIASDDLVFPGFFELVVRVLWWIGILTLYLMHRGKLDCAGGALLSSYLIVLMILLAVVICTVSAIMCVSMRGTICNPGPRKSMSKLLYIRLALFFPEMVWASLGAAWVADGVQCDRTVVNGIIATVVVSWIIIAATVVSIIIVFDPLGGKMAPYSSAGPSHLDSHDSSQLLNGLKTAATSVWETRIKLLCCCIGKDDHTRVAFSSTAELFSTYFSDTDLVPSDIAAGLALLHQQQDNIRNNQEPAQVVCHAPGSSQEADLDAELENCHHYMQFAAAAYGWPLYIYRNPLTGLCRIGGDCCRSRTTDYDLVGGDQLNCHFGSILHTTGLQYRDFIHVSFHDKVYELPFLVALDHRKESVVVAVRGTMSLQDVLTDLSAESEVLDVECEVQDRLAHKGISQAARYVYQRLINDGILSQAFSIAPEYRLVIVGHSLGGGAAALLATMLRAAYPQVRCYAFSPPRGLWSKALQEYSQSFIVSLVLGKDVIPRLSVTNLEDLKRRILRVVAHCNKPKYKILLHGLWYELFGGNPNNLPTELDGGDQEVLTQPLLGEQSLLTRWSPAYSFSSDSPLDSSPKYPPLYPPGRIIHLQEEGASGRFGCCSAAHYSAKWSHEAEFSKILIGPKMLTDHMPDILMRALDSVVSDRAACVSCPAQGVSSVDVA
Rtt109 Vps75: inhibitors of Candida albicans Rtt109/Vps75 histone acetyltransferase. 0.16% of 330,000 active. AID 540336. inhibition, % at 34.9 µM. purified Rtt109/Vps75, ThioGlo CoA-SH fluorescence, 4 h;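 active = inhibition of at least 50% in every replicate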
Target sequence (Q5AAJ8 whole entry, looked up): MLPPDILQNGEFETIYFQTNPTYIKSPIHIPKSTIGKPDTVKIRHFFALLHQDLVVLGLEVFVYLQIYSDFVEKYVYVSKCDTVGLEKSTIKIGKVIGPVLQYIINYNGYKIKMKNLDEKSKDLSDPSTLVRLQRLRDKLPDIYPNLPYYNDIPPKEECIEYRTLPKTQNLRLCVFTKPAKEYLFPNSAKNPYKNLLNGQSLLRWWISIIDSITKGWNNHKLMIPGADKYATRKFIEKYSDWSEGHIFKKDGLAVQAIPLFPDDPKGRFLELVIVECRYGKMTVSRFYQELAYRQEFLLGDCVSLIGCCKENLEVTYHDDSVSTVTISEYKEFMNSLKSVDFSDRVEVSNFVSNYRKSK
PfHsp90 set2: reduces growth (ATP signal) of yeast expressing P. falciparum Hsp90; S. cerevisiae expressing PfHsp90, BacTiter-Glo ATP, 48 h; yeast lacking PDR1 and PDR3 efflux regulators; 0.32% of 310,000 active; AID 504621; inhibition, % at 9.4 µM;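 active = every replicate shows inhibition above about 80%, whatever the replicate mean, limit read from the data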;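 also: 0% = DMSO neutral controls and 100% = 20 µM radicicol positive controls; yeast relying on Plasmodium falciparum Hsp90 in place of its own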
E coli growth: counter-screen for AddAB inhibitors: E. coli growth inhibition; inhibition, % at 11.9 µM; E. coli V3065 growth, OD600 absorbance, 18 h; 0.27% of 330,000 active;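 active = inhibition above the campaign's mean inhibition across all tested compounds plus 3 SD, cut at about 9.9% in these data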;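 also: uninfected addAB+ strain grown without phage in ampicillin broth; 0% = DMSO wells and 100% = ciprofloxacin 0.95 µg/ml wells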
AddAB inh: less growth of phage-infected E. coli with AddAB. E. coli expressing H. pylori AddAB, absorbance growth. inhibition, % at 11.9 µM. 0.29% of 330,000 active; in the data active = inhibition above about 12%;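 also: 0% = vehicle wells of infected cells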
An asterisk follows results filed as active; / = no result given; & = joins results of further samples. Rows are unselected; any-hit rate near 1.9%.

SMILES	PvdQ inh	Wnt bcat act	phage Ecoli inh	Tat transport	CAL PDZ inh	DAGLB inhibitor	Rtt109 Vps75	PfHsp90 set2	E coli growth	AddAB inh
COc1ccc(NC(=O)C2CCCN2C(=O)Oc2ccccc2)cc1 (stereo not given)	-3	-2	0.8	-5	/	-3	2	2	-0.1	1.6
O=C(Nc1ccc(C(F)(F)F)cc1)C1CCN(c2cnccn2)CC1	-11	-1	4.0	-1	-1.9	0	-2	23	-2.7	-0.5
COc1cc(C2C3=C(CC(c4ccco4)CC3=O)Nc3ccccc3N2C(C)=O)cc(OC)c1OC (stereo not given)	-14	/	2.5	-1	-0.9	1	2	5	-0.2	-1.4
CCOc1ccc(-n2c(Cc3cc(=O)[nH]c(=O)[nH]3)nnc2SCC(=O)Nc2nnc(C)s2)cc1	-5	/	3.5	4	-1.8	1	-4	-8	-0.4	1.6
CCOC(=O)CNc1nc(Cl)nc(Nc2ccc(C)cc2)n1	-9	9	0.3	-4	-1.1	2	-15	-40	-0.1	-1.2
CCOC(=O)[C@@H]1[C@H]2COc3ccccc3[C@H]2N2C(=O)N(c3ccc(C(F)(F)F)cc3)C(=O)[C@]12C	-6	-2	8.8	-6	1.4	-7	-4	/	6.2	4.7
O=C(Cn1c(CO)nc2ccccc21)NCc1ccc2c(c1)OCO2	-9	0	5.6	3	-2.5	1	0	-7	0.4	1.4
CCCN(CCC)CCCNC(=O)C1CCC(CNS(=O)(=O)c2cccc3nsnc23)CC1 (stereo not given)	-12	0	/	4	-2.2	1	-4	-4	0.2	4.9
COc1ccc(C(=O)N/N=C/c2ccc(OC)c(CN3CCc4cc(OC)c(OC)cc4C3C)c2)cc1 (stereo not given)	-4	-2	0.9	-1	-3.7	2	2	1	-2.2	-3.3
CCc1ccc(-c2cc(C(=O)N/N=C/c3ccco3)[nH]n2)cc1	-9	3	5.6	2	-6.4	-2	2	4	0.8	-0.2
Cc1nc2nc[nH]n2c(=O)c1NC(=O)CC12CC3CC(CC(C3)C1)C2	2&-14	-1	-0.1&3.7	-3&-2	-1.6&0.3	3&1	1&-2	-15&6	-1.3&-1.2	2.7&1.3
COc1ccc(-c2csc(N3CCN(c4cc(C)nc5ccccc45)CC3)n2)cc1OC	-3	-2	1.9	3	-1.1	1	7	11	-2.5	-0.7
O=S(=O)(NCc1ccco1)c1ccc2c(c1)Cc1ccccc1-2	-14	-1	3.3	5	-0.7	-4	-8	/	4.1	3.2
CCOC(=O)c1c(C)[nH]c(C)c1C(=O)COC(=O)CNC(=O)C1CCCCC1	-11	-1	3.2	2	-7.4	0	7	2	0.3	-0.2
COc1cc(CN2CCN(Cc3ccccc3C(F)(F)F)CC2)cc(OC)c1OC	-23	2	-1.6	-3	-2.3	-6	2	19	-1.9	-0.9
O=C(O)c1nc(N2CCOCC2)nc(N2CCOCC2)n1	5	-2	2.2	-8	-0.6	1	5	34	-1.0	2.7
Cc1ccc(S(=O)(=O)/C(=C/Cl)NC(=O)c2ccccc2)cc1	-11	/	1.3	-1	-2.9	5	13	-10	-0.4	2.9
COc1ccc(S(=O)(=O)NC2CC(=O)N(c3ccc(C)c(C)c3)C2)cc1 (stereo not given)	-7	-3	3.2	-3	-1.4	2	-2	-62	-1.1	4.2
Cc1cc(Cl)ccc1OCC(=O)NCCOc1nc(N2CCCCC2)nc(N2CCOCC2)n1	5	/	4.5	5	-2.3	1	-2	6	-1.6	-0.2
CN(C)C(=O)COC(=O)/C=C/c1cn(-c2ccccc2)nc1-c1cccs1	-5	0	1.4	2	-1.8	-2	14	-19	0.4	-1.0
Cc1ccc(S(=O)(=O)N2[C@@H](c3cccc(Cl)c3)C(C(=O)O)=CC[C@H]2c2cccs2)cc1	-18	-1	1.4	1	-1.0	8	10	-23	-1.6	0.2
COc1cc(C(=O)OCC(=O)Nc2cccc(S(=O)(=O)N3CCOCC3)c2)ccc1OCC(C)C	-16	2	-0.9	-5	-1.2	0	/	-9	-2.2	-1.9
O=C(CNC(=O)c1cccc(Br)c1)N/N=C/c1cccs1	6	-3	3.0	-3	-4.4	1	59*	-10	-0.5	5.0
COc1cccc(CNC(=O)CCNS(=O)(=O)c2cccs2)c1	-8	-4	1.5	1	/	1	-9	/	-1.5	-3.5
CCOC(=O)c1cc(C(=O)Nc2ccccc2F)nn1C	-13	17	4.4	-1	-0.9	-8	-13	/	3.0	2.2
COc1ccccc1NC(=O)c1ccc(-c2ccc(Br)cc2)o1	6	/	0.2	-9	0.9	-20	-5	/	1.7	2.0
CC(C)C(=O)Nc1ccccc1-c1nc2ccccc2[nH]c1=O	-13	2	2.9	0	-1.6	0	2	0	0.0	3.3
NS(=O)(=O)c1ccc(Sc2ccc3ccccc3c2)nc1	16	0	3.4	-4	-1.9	-2	12	-7	0.4	-1.0
COC(=O)c1ccccc1NC(=O)CN(c1ccc(C)cc1)S(C)(=O)=O	2	0	0.6	-3	-0.1	-3	12	3	-1.9	2.5
CCCN(CC(=O)Nc1ccccc1C)C(=O)c1ccc(N2CCCC(C)C2)c([N+](=O)[O-])c1 (stereo not given)	-13	-4	-2.4	5	-0.5	12	3	-8	/	/
COc1ccc(NC(=O)CCC(=O)OC(C(=O)c2ccccc2)c2ccccc2)cc1 (stereo not given)	-12	/	0.7	-10	-0.3	-3	4	-20	0.2	-1.0
Cc1nn(C(C)C(=O)NCc2cccs2)c(C)c1[N+](=O)[O-] (stereo not given)	-6	-2	-0.5	7	-3.2	0	-4	-11	-1.4	-2.2
COCCn1nnnc1CN1CCN(c2cccc(C(F)(F)F)c2)CC1	-20	/	3.3	9	0.0	-2	-2	6	1.4	4.1
COc1ccc(OCc2cc(C(=O)NC3CCOC(C)(C)C3)no2)c2ccccc12 (stereo not given)	18	23	0.3	0	-2.2	0	27	-11	-0.8	-1.6
C=CCn1c(SCC(=O)N2CCCC2)nc2c([nH]c3ccccc32)c1=O	-26	2	1.8	4	-1.9	3	0	-31	0.2	-0.1
O=C(NC(c1ccc(Cl)cc1)c1c(O)ccc2ccccc12)c1ccccc1 (stereo not given)	6	/	7.5	3	-2.1	-1	42	8	2.3	14*
CCS(=O)(=O)NCC(c1cccnc1)N1CCN(c2ccc(F)cc2)CC1 (stereo not given)	-14	/	1.0	0	-0.3	-1	6	-30	1.0	5.1
CC(C)C[C@H](NC(=O)c1nc[nH]c1C(=O)NCc1ccccc1)C(=O)OC(C)(C)C	-13	-6	3.3	29	-0.5	-2	15	-2	-1.6	0.6
COC(=O)c1ccccc1OCCN1CCCCCC1	3	-2	0.6	-9	-2.0	-2	24	-9	1.3	2.1
CN1C(=O)SC(Nc2cccc3ccccc23)C1=O (stereo not given)	-13	/	3.6	8	-1.2	1	-2	22	0.0	-1.4
c1ccc(-c2nc(N3CCOCC3)sc2-c2ccccc2)cc1	1	0	1.5	21	-0.2	-6	-5	-8	1.5	1.5
N#CCCn1[nH]c(-c2ccccc2)cc1=O	-10	4	1.3	-3	-2.0	6	7	-15	0.1	-0.3
COc1ccc(-c2csc(NC(=O)CSc3n[nH]c(C)n3)n2)cc1	6	6	5.2	9	-2.7	-4	7	5	1.3	6.0
COc1ccc2c(CC(=O)Nc3nccs3)coc2c1	-16	0	2.8	-2	-1.1	1	-3	/	0.9	2.9
Cc1cc(C)cc(NC(=O)Nc2cccnc2)c1	-16	1	1.9	-6	-2.1	1	8	7	/	/
Cc1nonc1CC(=O)N1CCCC(C(=O)c2ccc(Cl)cc2)C1 (stereo not given)	-4	-2	0.0	2	-0.7	0	-3	-10	1.3	-0.1
CCOC(=O)CSc1nc(C(C)C)nc2sc(C)c(C)c12	-6	-15	4.0	3	-0.2	-11	-2	-9	-0.3	5.2
CC1CC1C(=O)N(CCC1=CCCCC1)c1c(N)n(Cc2ccccc2)c(=O)[nH]c1=O (stereo not given)	4	-1	5.0	-11	-2.1	5	1	/	-1.2	-0.8
COc1cc(NC(=O)c2ccc3c(c2)OCCO3)ccc1NC(=O)c1cccs1	-8	15	-3.2	1	0.0	-2	-4	/	2.3	5.4
CC(CCC(C)OC(=O)c1ccccc1C(=O)O)OC(=O)c1ccccc1C(=O)O (stereo not given)	-13	1	-1.0	0	0.6	-3	1	-22	1.4	0.9
Further entries follow:
SMILES	PvdQ inh	Wnt bcat act	phage Ecoli inh	Tat transport	CAL PDZ inh	DAGLB inhibitor	Rtt109 Vps75	PfHsp90 set2	E coli growth	AddAB inh
Cc1ccc(C)c(S(=O)(=O)N2CCN(C(=O)CCC(=O)NCc3ccc(Cl)cc3)CC2)c1	2	-1	0.6	-1	-1.9	-3	14	0	-2.6	2.0
COc1ccccc1CNC(=O)C(Cc1ccccc1)NC(=O)c1ccccc1 (stereo not given)	-10	0	0.8	6	-1.9	0	1	-4	-1.3	0.8
O=C(CNC(=O)c1ccc2c(c1)OCO2)NCc1cccs1	2	-3	-0.2	-3	-0.7	1	-8	/	-1.4	1.0
O=S(=O)(/C=C/c1ccccc1)N1CCN(Cc2ccc3c(c2)OCO3)CC1	1	0	2.4	-6	-0.6	-4	17	14	0.8	1.5
Cc1ccc(S(=O)(=O)CCc2nc3ccccc3s2)cc1C	-10	/	1.2	-2	-0.1	-3	-3	3	-1.9	2.1
COCCSc1nnc(NC(=O)Cc2ccc(OC)c(OC)c2)s1	-3	-1	2.9	-4	-23	0	12	-19	0.2	1.0
NS(=O)(=O)c1cccc(NC(=O)c2cc3ccccc3o2)c1	-16	4	0.1	2	-1.0	0	-4	14	0.8	1.6
O=C(O)CCCC(=O)N1CCN(c2nc(-c3ccccc3Cl)c3cc(Br)ccc3n2)CC1	-10	-1	1.4	16	-0.8	4	1	-76	-2.4	-1.5
CCc1ccc(C(=O)CN2C(=O)NC3(CCOc4ccccc43)C2=O)s1 (stereo not given)	-2	-2	2.7	-6	0.5	2	-17	9	-1.9	2.1
COc1cc(CC(=O)NCC2CCCCC2)cc(OC)c1OC	0	1	-1.4	2	-0.1	-7	7	-7	0.4	-0.6
O=C(Nc1ccc(N2CCOCC2)c(S(=O)(=O)Nc2cc(Cl)ccc2Cl)c1)c1cccnc1	-1	3	1.0	0	-0.4	7	17	18	0.6	1.0
COC(=O)c1cc(=O)n2c(sc3ccccc32)c1C#N	-9	-1	1.8	-11	-1.0	-1	-15	-15	-0.9	-1.9
Oc1ccc(C[C@H]2CNCCN2CC2CCCCC2)cc1	-15	-3	2.6	-9	-0.2	-1	-3	11	0.9	-0.2
O=C(Nc1ccc(N2CCN(C(=O)c3cccs3)CC2)cc1)c1ccccc1Cl	-4	-7	1.5	11	-0.6	1	-2	-33	0.9	5.2
